Arr AP2 block: blocks beta-arrestin peptide binding to AP2 adaptin; hit rate 0.31% among 340,000; FITC-arrestin peptide / GST-AP2 beads, flow cytometry; AP2 beta2 appendage carries R879A mutation; inhibition, % at 10 µM; AID 504490;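 active means inhibition above a set limit, near 3 SD of compounds lacking own fluorescence, cut at about 54% in these data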;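 further: plate controls were DMSO wells for no effect and 5 µM unlabelled arrestin peptide for full effect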
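System: GST-AP2 R879A glutathione beads; medium: PBS, Tween 20 0.05%, BSA 0.1%; reagent: fluorescein-tagged arrestin peptide at 50 nM final; schedule: pre-incubation 12 min, peptide binding 1 h, room temperature; detection: flow cytometry, FL1 (488/535 nm); read-out: inhibition as reduced fluorescein signal on beads, percent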
Pemphigus Ab inh: human desmoglein-3 autoantibody binding inhibition | DSG3-coupled beads, scFv-anti-DSG3-GFP binding, flow cytometry; hits give low values | binding (percent of control), % at 10 µM | hit rate 0.48% among 310,000 | AID 588358;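 active means binding more than 3 SD below its plate's average and above zero; inconclusive means below that plate limit but binding exactly zero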;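 further: hits lower antibody fragment binding to DSG3; some compounds called inactive have numbers as strong as hits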
Target sequence (P32926 whole entry, looked up, the tested form may be a part): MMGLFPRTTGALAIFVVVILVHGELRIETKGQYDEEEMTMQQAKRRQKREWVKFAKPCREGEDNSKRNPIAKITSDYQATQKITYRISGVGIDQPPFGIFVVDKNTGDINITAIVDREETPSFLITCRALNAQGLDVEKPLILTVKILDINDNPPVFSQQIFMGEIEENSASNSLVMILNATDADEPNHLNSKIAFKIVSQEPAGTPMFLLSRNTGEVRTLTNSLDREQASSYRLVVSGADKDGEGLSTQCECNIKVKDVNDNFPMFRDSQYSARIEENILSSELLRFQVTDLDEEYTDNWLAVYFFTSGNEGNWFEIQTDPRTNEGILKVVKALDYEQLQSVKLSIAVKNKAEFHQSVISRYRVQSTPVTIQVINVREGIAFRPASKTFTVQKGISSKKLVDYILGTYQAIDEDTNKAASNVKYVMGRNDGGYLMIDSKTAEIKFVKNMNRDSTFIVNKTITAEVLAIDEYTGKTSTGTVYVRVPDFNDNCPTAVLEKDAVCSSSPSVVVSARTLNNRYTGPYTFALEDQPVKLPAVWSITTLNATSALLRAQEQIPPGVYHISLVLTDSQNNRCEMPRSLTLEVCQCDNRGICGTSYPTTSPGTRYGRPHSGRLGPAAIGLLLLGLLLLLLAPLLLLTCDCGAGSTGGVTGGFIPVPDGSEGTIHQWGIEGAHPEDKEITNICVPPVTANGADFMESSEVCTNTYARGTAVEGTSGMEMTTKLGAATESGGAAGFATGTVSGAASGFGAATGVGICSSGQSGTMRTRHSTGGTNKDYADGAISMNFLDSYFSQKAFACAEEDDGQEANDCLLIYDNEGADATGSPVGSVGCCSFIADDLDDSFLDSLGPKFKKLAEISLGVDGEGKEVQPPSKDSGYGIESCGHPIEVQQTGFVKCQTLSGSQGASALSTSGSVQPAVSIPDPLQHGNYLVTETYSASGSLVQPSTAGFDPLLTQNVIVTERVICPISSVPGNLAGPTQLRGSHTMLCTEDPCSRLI
DAGLB inhibitor: diacylglycerol lipase beta (human) inhibition. Q8NCG7. HEK293T DAGLB membrane lysate, EnzChek fluorogenic substrate. inhibition, % at 5.17 µM. hit rate 0.059% among 340,000. AID 504411; in the data active means inhibition above about 34%;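 further: 0% = enzyme with vehicle and 100% = wells lacking enzyme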
CAL PDZ FP-1: inhibitors of human CAL PDZ peptide binding; Q9HD26; purified CAL PDZ, TMR-peptide fluorescence polarization, 1 h; inhibition, % at 24.9 µM; hit rate 0.92% among 300,000; AID 602252;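 active means mean inhibition of at least 30% with at least half of replicates also reaching 30%; inconclusive means no clear call, values can overlap the other calls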;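 further: 0% = DMSO neutral control and 100% = excess unlabeled competitor peptide PRC23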
Keap1 Nrf2 FP: Keap1-Nrf2 (human) interaction inhibition | Q14145 | AID 504523 | inhibition, % at 9.4 µM | Keap1 Kelch-Nrf2 peptide fluorescence polarization, 1536-well | hit rate 0.15% among 340,000; in the data active means inhibition above about 12%; inconclusive means no clear call, values can overlap the other calls; inactive means below about 7.3%;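 further: human Keap1 Kelch domain with fluorescein labeled Nrf2 9mer peptide probe; 0% = neutral control wells and 100% = peptide positive control; higher means more block of Keap1 binding to Nrf2 peptide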
Cardiac RTF inh: cardiac RTF calcium desensitization; P19429+P45379; IANBD-labeled cardiac RTF, Ca2+ fluorescence; inhibition, % at 7.15 µM; hit rate 0.12% among 340,000;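 active means inhibition above the mean inhibition of all tested compounds plus 3 SD, cut at about 17% in these data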;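 further: assay run at fixed EC70 calcium of 1.6 mM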
C-LANA FP: blocks KSHV LANA C-terminal domain binding to DNA; inhibition, % at 9 µM; MBP-C-LANA/FAM-LBS DNA binding, fluorescence polarization; hit rate 0.078% among 340,000;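 active means highest replicate inhibition at or above 60% at 9 µM, even if other replicates fall short; inactive means all replicates below 60% inhibition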;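 further: 0% = neutral control wells and 100% = 4 µM acridine orange control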
V-ATPase pH: regulators of yeast V-ATPase proton transport; response, % at 10 µM; hit rate 0.37% among 350,000; S. cerevisiae, pHLuorin cytosolic pH fluorescence; AID 504577; in the data active means response mostly above about 7.3%, no sharp cut-off; inactive means mostly below about 5.4%; further: actives read high; inactives centre near 0; some compounds called inactive have numbers as strong as hits; reference of the scale not given here
CAL PDZ FP-2: inhibitors of human CAL PDZ peptide binding | Q9HD26 | purified CAL PDZ, TMR-peptide fluorescence polarization, 1 h | inhibition, % at 20 µM | hit rate 0.02% among 330,000 | AID 504414;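 active means highest replicate inhibition of at least 40%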;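 further: plate controls were DMSO neutral control wells for no effect and unlabeled competitor peptide control wells for full effect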
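Material: tagged CAL PDZ domain; buffer or medium: 25 mM sodium phosphate pH 7.4, 150 mM NaCl, TCEP, IgG, Thesit; compound dosing: single point, 20 µM; schedule: 1 h incubation at room temperature before polarization reading; measured by: FP readout, S and P plane fluorescence; read-out basis: percent inhibition from loss of millipolarization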
NSD2 HMT inh: inhibitors of human histone methyltransferase NSD2 | O96028 | NSD2 peptide methylation, AlphaScreen, 120 min | inhibition, % at 12.5 µM | hit rate 0.54% among 310,000 | AID 743445; in the data active means inhibition above about 50%
Numbers without * were called inactive; ? = inconclusive; / = no result given. These rows are one share of the data. The share of hits here may be higher or lower than overall.

SMILES	Arr AP2 block	Pemphigus Ab inh	DAGLB inhibitor	CAL PDZ FP-1	Keap1 Nrf2 FP	Cardiac RTF inh	C-LANA FP	V-ATPase pH	CAL PDZ FP-2	NSD2 HMT inh
O=C(N/C(=C/c1cccnc1)C(=O)N1CCOCC1)c1ccccc1F	-17	/	1	-5	-1	-2	0.0	-1	-1.5	14
Cc1ccccc1C(=O)NNc1ccc([N+](=O)[O-])cc1	-2	91	2	/	2	-5	-1.4	-3	-2.8	-1
COc1ccccc1/C=C/C(=O)NC(=S)NC(C)C	12	97	-3	2	0	6	0.1	-1	-2.4	1
CN1C(=O)CC2(CC(=O)N(Cc3ccccc3)C2)C1=O (centres undefined)	-3	115	-1	-7	1	-1	0.9	-1	-3.1	-3
CC(=O)Nc1nnc(SCC(=O)c2ccc3c(c2)Cc2ccccc2-3)s1	-7	112	0	-2	-5	-5	-0.8	4	-0.6	-1
Cc1cc(C)n(-c2ccc(C(=O)OCC(=O)NCc3ccc(Cl)cc3)cc2)n1	-5	89	-1	0	0	2	-0.4	0	-1.5	-1
COc1cccc(/C=N/NC(=O)CCNc2n[nH]c(=O)[nH]c2=O)c1OC	11	101	0	2	-4	-6	0.5	2	-0.7	-1
COC(=O)CCS(=O)(=O)c1ccc(Cl)cc1	11	95	0	-2	-1	1	-1.6	2	-2.1	/
CCN(CCCNC(=O)CCNC(=O)Cn1cnc2ccccc2c1=O)c1cccc(C)c1	9	/	2	-7	-3	-1	-0.5	4	0.0	-6
Cc1ccc(NCCC(=O)c2ccccc2)cc1Cl	9	89*	-4	-3	-3	-8	-0.4	-2	-2.3	-1
CCc1nn(CC(=O)NCCC(C)C)c(=O)c2cc3c(OC)cccc3n12	7	96	-1	-1	-3	-8	-0.1	1	-1.2	-3
CC(C(=O)Nc1nc(-c2ccc(F)cc2)cs1)N1C(=O)C2CC=CCC2C1=O (centres undefined)	11	102	-3	-4	-1	0	-1.2	3	-0.6	0
Nc1c(N(Cc2ccco2)C(=O)COc2ccc(Cl)cc2)c(=O)[nH]c(=O)n1Cc1ccccc1	39	103	4	1	2	-10	2.1	-4	-1.4	22
Nc1ccc(C(=O)OCC(=O)Nc2ccc3c(c2)OCO3)cc1[N+](=O)[O-]	12	127	0	0	2	-8	0.9	1	-2.3	0
COc1cc(C(C2=C(O)CC(C)(C)CC2=O)C2C(=O)CC(C)(C)CC2=O)cc(OC)c1OC (centres undefined)	6	105	/	7	1	/	-0.7	1	-0.7	0
CCCCCCCNC(=O)CC(NS(=O)(=O)c1ccc(NC(C)=O)cc1)C(C)C (centres undefined)	3	103	-6	-3	?	-2	-1.7	-2	0.2	-3
COc1cc(C(=O)NCC(=O)OCc2ccccc2Cl)cc(OC)c1OC	8	/	0	/	-1	-13	-1.1	2	-0.5	0
COc1ccc(-c2ncncc2-c2csc(C)n2)c(O)c1	2	106	-2	-7	-4	-14	0.6	-3	/	1
CCC(CO)Oc1cc(NC(=O)c2ccc(Cl)cc2)c2ncn(C(C)C)c2c1 (centres undefined)	17	90	-5	0	1	-3	1.0	-3	0.8	/
Cc1ccc(NC(=O)/C(=C/c2ccco2)c2ccccc2)c(C)c1	4	101	-14	3	-5	4	-0.5	-2	-3.3	1
COc1ccc(N2C(=S)N(C(=O)c3ccccc3)C(=Nc3ccccc3)C2=Nc2ccccc2)cc1	-3	97	-5	1	-1	9	1.8	0	-0.4	0
COC(=O)c1nnn(-c2nonc2N)c1CSc1nnc(C)s1	5	101	0	0	1	-7	1.1	-2	-1.2	-1
Cn1c(SCC(=O)Nc2nncs2)nnc1C1CC1	9	96	1	/	0	-5	7.2	-2	-0.6	7
Cc1cc(C)nc(SCC(=O)OC(C)C(=O)Nc2ccccc2)n1 (centres undefined)	-16	104	3	-1	-1	3	-1.4	-2	-0.3	0
Cc1cccc(CS(=O)(=O)Cc2ccc(C(=O)NCC3CCCO3)o2)c1 (centres undefined)	-2	93	-2	3	2	-4	0.4	-6	-0.1	-1
SMILES	Arr AP2 block	Pemphigus Ab inh	DAGLB inhibitor	CAL PDZ FP-1	Keap1 Nrf2 FP	Cardiac RTF inh	C-LANA FP	V-ATPase pH	CAL PDZ FP-2	NSD2 HMT inh
CCCNS(=O)(=O)c1ccc(CCC(=O)NCc2ccc3c(c2)OCO3)cc1	6	/	-1	-8	-5	-33	-0.3	1	0.2	1
C/C(=N\Nc1ncc(Cl)cc1Cl)c1ccc(OC(F)F)cc1	-10	82	-7	-1	-3	2	-0.1	2	-3.2	-2
c1nnc(NC2=NCCCCC2)s1	-22	122	0	-2	1	-8	1.0	1	-2.5	-2
CC(C)c1ccc(CN2CCN(C(=O)CSc3nnnn3C3CC3)CC2)cc1	10	101	-1	8	2	-1	0.9	9	-0.9	1
CCOc1ccc(N2CC(C(=O)Nc3ccccn3)CC2=O)cc1 (centres undefined)	-6	114	0	/	-5	-13	1.5	0	-0.9	-2
CCOC(=O)C1(Cc2ccccc2C)CCCN(Cc2cc(OC)c(O)c(OC)c2)C1 (centres undefined)	0	102	0	-3	-6	10	-1.6	2	0.0	7
Cc1cccn2c(=O)c(/C=C(\C#N)C(=O)NCc3ccccc3)c(N3CCC(C(N)=O)CC3)nc12	6	111	-1	-2	-3	-2	-1.5	-3	-0.2	-4
CC(C)CCN(C(=O)c1cc(=O)[nH]c2ccccc12)c1c(N)n(Cc2ccccc2)c(=O)[nH]c1=O	24	/	5	3	-1	-2	6.8	2	-0.1	-2
O=C(OCC(=O)N1CCCc2ccccc21)c1ccccc1OC(F)F	-1	90	-5	/	-7	4	0.0	-1	-0.3	-3
O=C(NCCc1ccc(Cl)cc1)c1ccc2nc(N3CCOCC3)sc2c1	-2	98	-1	/	0	-3	-2.1	-1	0.7	/
Cc1ccc(S(=O)(=O)Nc2cccnc2)cc1C	0	113	0	0	-3	3	-1.4	0	-2.7	0
COc1ccc(NC(=O)n2nc(OC(=O)c3cccs3)cc2N)cc1	10	113	-3	0	3	-7	2.2	-4	-1.3	/
c1ccc(CCc2ccncc2)cc1	-2	112	-5	/	-2	-11	0.2	-3	0.4	-3
O=C(c1cc(Cl)cc(Cl)c1)N1CCC2CC1c1cc(-c3ccc4c(c3)OCO4)ccc12 (centres undefined)	-13	100	-1	-5	1	-2	-0.6	-1	-0.2	/
O=C(c1ccc(S(=O)(=O)N2CCCCC2)cc1)c1nnc(-c2ccc(Cl)cc2)o1	1	102	-1	-2	-3	1	-0.9	6	-2.0	-3
C=CCn1c(=O)c2c(nc3n2CCN3c2cccc(Cl)c2C)n(C)c1=O	21	97	1	1	-4	1	-1.0	0	0.0	2
NC(=O)[C@@H]1CC2(CC(c3cccc(NC(=O)CC(c4ccccc4)c4ccccc4)c3)=NO2)CN1C(=O)c1ccc(Cl)cc1 (some centres undefined)	/	91	-1	0	-3	2	-1.5	2	-1.4	/
CCOc1ccccc1N1CCN(CC(=O)Nc2ccccc2C(=O)NC2CC2)CC1	23	102	0	/	1	0	-0.4	0	0.2	3
CCn1c(SCC(=O)NCC2CCCO2)nnc1-c1ccc(S(=O)(=O)N2CCN(C)CC2)cc1 (centres undefined)	4	107	0	-3	-1	-19	1.8	-1	-0.3	-3
CCn1c(SCC(=O)NC2CCCCC2)nc2c(c1=O)SC(C)C2 (centres undefined)	25	86	4	-2	4	-2	1.2	5	-0.3	/
COC(=O)c1sccc1NC(=O)CC1C(=O)NCCN1C(=O)Nc1ccc(F)cc1F (centres undefined)	29	104	0	-6	0	-7	-1.2	-6	-0.4	-4
N#Cc1nn(-c2ccccc2)nc1N1CCCCC1	-18	109	-14	/	-6	0	0.0	2	-1.5	-2
COc1ccc(Nc2cc(=O)n(C3CCCCC3)c(=O)[nH]2)c(OC)c1	10	107	19	-1	-4	-14	-2.2	-2	0.2	19
CCOC(=O)N1CCN(Cc2cc(=O)oc3ccc(Cl)cc23)CC1	9	/	0	-4	-1	-8	0.2	2	0.0	-2
COC(=O)c1c(Cl)c2n3ccccc3c(C)c(-c3ccccc3)c-2c1C(=O)OC	3	123	-1	-4	-3	-16	6.4	5	-2.8	12

4 compounds from above with just DAGLB inhibitor and Arr AP2 block:
Structure,DAGLB inhibitor,Arr AP2 block
COC(=O)c1sccc1NC(=O)CC1C(=O)NCCN1C(=O)Nc1ccc(F)cc1F (centres undefined),0,29
N#Cc1nn(-c2ccccc2)nc1N1CCCCC1,-14,-18
COc1ccc(Nc2cc(=O)n(C3CCCCC3)c(=O)[nH]2)c(OC)c1,19,10
CCOC(=O)N1CCN(Cc2cc(=O)oc3ccc(Cl)cc23)CC1,0,9

Later entries
SMILES	Arr AP2 block	Pemphigus Ab inh	DAGLB inhibitor	CAL PDZ FP-1	Keap1 Nrf2 FP	Cardiac RTF inh	C-LANA FP	V-ATPase pH	CAL PDZ FP-2	NSD2 HMT inh
C/C(CC(=O)Nc1ccc(Cl)cc1)=N\NC(=O)C(=O)NCCO	21	99	0	-2	0	-30	-1.2	-1	-0.2	-2
Brc1csc2ncccc12	12	121	-2	6	-5	-1	-2.1	2	0.3	-3
O=C(c1cc[n+]([O-])cc1)N1CCc2c([nH]c3ccccc23)C1c1ccccc1Cl (centres undefined)	2	/	/	-3	-1	/	1.7	2	-1.2	1
Cc1ccc2[nH]c(=O)c(COC(=O)c3ccccn3)cc2c1	6	112	-4	1	0	-14	2.3	0	-1.3	1
CC(C)(CN1CCc2ccccc2C1)NS(=O)(=O)c1ccccc1	32	98	-6	-2	-3	-3	3.0	1	-3.8	/
Cc1[nH][nH]c(=O)c1C=Nc1ccc(C(F)(F)F)cc1	-4	106	-1	0	1	3	2.2	-1	-1.7	-1
Cn1nnc(C(O)CNCc2cccs2)n1 (centres undefined)	4	114	0	1	-2	-8	-0.9	-2	-1.8	0
OC(CNCc1ccccc1)COCc1ccc(Cl)cc1 (centres undefined)	-2	99	2	/	2	-9	-2.3	1	0.1	40
O=C1C2C3C=CC(CC3)C2C(=O)N1/N=C/c1ccc(O)c(O)c1 (centres undefined)	-14	101	0	-3	-3	-9	0.7	-3	0.6	22
NS(=O)(=O)c1ccc(CCNC2CC(=O)N(Cc3ccccc3)C2=O)cc1 (centres undefined)	-5	99	2	-1	-3	2	1.9	2	-2.3	-1
CCCC(=O)Nc1ccc(C(=O)NCC2CCCO2)cc1 (centres undefined)	0	92	1	-1	-2	3	-0.6	4	0.3	-1
CCN(CC(=O)Nc1ccccc1OC)C(=O)c1ccc(NS(=O)(=O)c2ccc(C(C)=O)cc2)cc1	-19	111	1	-5	1	-8	-0.7	7	-0.5	-2
CCc1cccc(CC)c1-n1c(SCC(=O)N2CCCc3ccccc32)nc(O)cc1=O	-9	95	9	/	-7	3	1.1	2	-0.9	2
